Source: PubChem BioAssay (Broad Institute)
IDH1 R132H inh = blocks human IDH1 R132H reductase activity. diaphorase/resazurin fluorescence, 60 min. inhibition, % at 10 µM. hit rate 0.18% among 70,000. AID 624101; in the data active = inhibition above about 34%;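 note: 0% = DMSO and 100% = no enzyme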
Target sequence (O75874 whole entry R132H): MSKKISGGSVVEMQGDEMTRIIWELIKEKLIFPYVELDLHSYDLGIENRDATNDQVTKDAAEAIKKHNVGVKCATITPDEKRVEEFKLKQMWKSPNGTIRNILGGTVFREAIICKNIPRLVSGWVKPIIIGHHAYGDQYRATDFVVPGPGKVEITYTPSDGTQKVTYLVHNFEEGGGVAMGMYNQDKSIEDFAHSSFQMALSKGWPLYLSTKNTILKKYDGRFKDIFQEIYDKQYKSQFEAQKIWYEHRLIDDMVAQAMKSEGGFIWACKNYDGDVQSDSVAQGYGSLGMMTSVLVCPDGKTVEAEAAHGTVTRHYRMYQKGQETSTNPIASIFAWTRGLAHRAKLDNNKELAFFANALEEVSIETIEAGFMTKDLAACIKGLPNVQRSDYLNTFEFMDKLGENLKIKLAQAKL
PRC2 inh = blocks human EZH2/PRC2 H3K27 methylation; hit rate 0.35% among 57,000; DELFIA TRF, 1 h; inhibition, % at 12.5 µM; Q15910;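 active = mean inhibition of replicates at least 50% and every single replicate also reaching 50%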;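 note: dimethyl H3K27 on biotinylated H3 21-44 peptide detected by antibody; plate controls were median neutral control wells for no effect and median positive control wells for full effect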
An asterisk follows results filed as active.

What do the screens show for `C[C@H](CO)N1C[C@H](C)[C@@H](CN(C)C(=O)c2cnccn2)Oc2ncc(C#CCC3CCCC3)cc2C1=O`?
IDH1 R132H inh: 0.4; PRC2 inh: 10

What do the screens show for `CO[C@H](CN(C)CC1CCOCC1)[C@H](C)CN(C(=O)Nc1ccc(F)cc1)[C@@H](C)CO`?
IDH1 R132H inh: 0.4; PRC2 inh: 8

Results for C[C@@H]1CCCCO[C@@H](CN(C)S(=O)(=O)c2ccc(Cl)cc2)[C@@H](C)CN([C@H](C)CO)C(=O)c2cc(NC(=O)Cc3ccccc3)ccc2O1 ?
IDH1 R132H inh: 1.1

Results for Cc1cccc(C)c1NC(=O)CN1CCN(CCCC(c2ccc(F)cc2)c2ccc(F)cc2)CC1 ?
IDH1 R132H inh: -1.8; PRC2 inh: 8

How did CCc1ccc(OCC(=O)Nc2cccnc2)c(Br)c1 do in these assays?
IDH1 R132H inh: 3.8; PRC2 inh: 12

What do the screens show for `C[C@H](CO)N1C[C@H](C)[C@H](CN(C)S(=O)(=O)c2ccccc2)Oc2ccc(NS(=O)(=O)c3ccc(F)cc3)cc2C1=O`?
IDH1 R132H inh: 0.6

Results for Cc1noc(C)c1S(=O)(=O)N(C)C[C@@H]1Oc2c(NS(=O)(=O)c3ccc(F)cc3)cccc2C(=O)N([C@H](C)CO)C[C@@H]1C ?
IDH1 R132H inh: 2.5

Results for CC(C)NC(=O)N(C)C[C@H]1OCCCC[C@H](C)Oc2ccc(NC(=O)c3ccncc3)cc2C(=O)N([C@@H](C)CO)C[C@@H]1C ?
IDH1 R132H inh: 2.8; PRC2 inh: -6

Results for COC(=O)C1=C(C)NC(=O)C1(NS(=O)(=O)c1ccc(C)cc1)C(F)(F)F (stereo not given) ?
IDH1 R132H inh: 0.2; PRC2 inh: -29

Results for COc1cccc(NC(=O)N[C@H]2CC[C@H](CC(=O)N3CCCCC3)O[C@@H]2CO)c1 ?
IDH1 R132H inh: -0.2; PRC2 inh: -6

Results for O=C(C[C@@H]1C[C@H]2c3cc(NC(=O)c4cccnc4)ccc3O[C@H]2[C@@H](CO)O1)NCC1CC1 ?
IDH1 R132H inh: -0.6; PRC2 inh: -3

Results for Cc1noc(C)c1S(=O)(=O)N(C)C[C@@H]1OCc2cnnn2CCCC(=O)N([C@@H](C)CO)C[C@@H]1C ?
IDH1 R132H inh: -0.2

How did CCC(=O)N(C)C[C@H]1Oc2ncc(C#Cc3ccccc3)cc2C(=O)N([C@H](C)CO)C[C@H]1C do in these assays?
IDH1 R132H inh: 0.4; PRC2 inh: 9

What do the screens show for `C[C@@H]1CCCCO[C@@H](CN(C)Cc2ccncc2)[C@@H](C)CN([C@@H](C)CO)C(=O)c2cc(NC(=O)Nc3ccccc3)ccc2O1`?
IDH1 R132H inh: 0.9; PRC2 inh: -16

How did C/C=C/c1cnc2c(c1)C(=O)N([C@H](C)CO)C[C@H](C)[C@@H](CN(C)Cc1ccc3c(c1)OCO3)O2 do in these assays?
IDH1 R132H inh: 0.0; PRC2 inh: -5

What do the screens show for `Cc1ccc(S(=O)(=O)N[C@H]2CC[C@H](CCn3cc(C4(O)CCCC4)nn3)O[C@H]2CO)cc1`?
IDH1 R132H inh: 0.1; PRC2 inh: 7

What do the screens show for `CO[C@H]1CN(C)C(=O)c2cc(NC(=O)NC(C)C)ccc2OC[C@H](C)N(Cc2cncnc2)C[C@H]1C`?
PRC2 inh: 14

Results for CO[C@@H]1CN(C)C(=O)c2ccc(NS(C)(=O)=O)cc2OC[C@@H](C)NC[C@@H]1C ?
IDH1 R132H inh: 0.2; PRC2 inh: -7

What do the screens show for `C[C@@H]1CN([C@@H](C)CO)C(=O)Cc2cc(NC(=O)Nc3ccc(F)cc3)ccc2O[C@@H]1CN(C)Cc1ccc(C(=O)Nc2ccccc2N)cc1`?
PRC2 inh: -12

How did Cc1ccc(S(=O)(=O)N(C)C[C@@H]2Oc3ncc(-c4cccc(F)c4)cc3C(=O)N([C@H](C)CO)C[C@@H]2C)cc1 do in these assays?
IDH1 R132H inh: 0.2

What do the screens show for `COc1ccc(NC(=O)N(C)C[C@@H]2Oc3ccc(NS(=O)(=O)c4ccccc4)cc3C(=O)N([C@@H](C)CO)C[C@H]2C)cc1`?
IDH1 R132H inh: -0.5

How did C[C@H]1CN([C@@H](C)CO)C(=O)c2cc(NC(=O)Cn3cnnn3)ccc2O[C@@H]1CN(C)C(=O)Nc1cccc2ccccc12 do in these assays?
IDH1 R132H inh: -0.6

How did O=C(C[C@H]1C[C@H]2c3cc(NS(=O)(=O)c4ccc(F)cc4)ccc3O[C@H]2[C@@H](CO)O1)NCCc1ccccc1 do in these assays?
IDH1 R132H inh: 1.0; PRC2 inh: -9

Results for CCc1cccc2c3c([nH]c12)C(CC)(CC(=O)O)OCC3 (stereo not given) ?
IDH1 R132H inh: 0.4

Results for Nc1nc(SCC(=O)Nc2ccccc2C(F)(F)F)[nH]c(=O)c1-c1ccccc1 ?
IDH1 R132H inh: 0.3; PRC2 inh: -23

How did CCC(=O)Nc1ccc2c(c1)C(=O)N(C)C[C@@H](OC)[C@@H](C)CN(C(=O)C1CCC1)[C@H](C)CO2 do in these assays?
IDH1 R132H inh: 0.3; PRC2 inh: 7

How did C[C@H]1CN([C@@H](C)CO)C(=O)c2cc(Br)cnc2O[C@@H]1CN(C)C(=O)c1ccncc1 do in these assays?
PRC2 inh: -4

Results for O=C(Cc1ccccn1)N[C@@H]1C=C[C@H](CC(=O)N2CCCCC2)O[C@@H]1CO ?
IDH1 R132H inh: -0.4; PRC2 inh: 1

How did Cc1nn(CC(=O)Nc2sc3c(c2C#N)CCCC3)c(C)c1[N+](=O)[O-] do in these assays?
IDH1 R132H inh: -0.1; PRC2 inh: 2

How did Nc1cccc(C2OCCCO2)c1 do in these assays?
IDH1 R132H inh: 0.0; PRC2 inh: -11

Grouped by structure, the compounds so far with an aryl methoxy group.
Results for COc1cccc(NC(=O)N[C@H]2CC[C@H](CC(=O)N3CCCCC3)O[C@@H]2CO)c1 ?
IDH1 R132H inh: -0.2; PRC2 inh: -6

What do the screens show for `COc1ccc(NC(=O)N(C)C[C@@H]2Oc3ccc(NS(=O)(=O)c4ccccc4)cc3C(=O)N([C@@H](C)CO)C[C@H]2C)cc1`?
IDH1 R132H inh: -0.5

(further entries)
What do the screens show for `C[C@@H]1CN([C@@H](C)CO)C(=O)c2cc(C#Cc3cccc(F)c3)cnc2O[C@@H]1CN(C)CC1CC1`?
IDH1 R132H inh: -1.0; PRC2 inh: -35

How did Cc1nc(SCC(=O)c2ccc3c(c2)OCCO3)c2c3c(sc2n1)CCC3 do in these assays?
IDH1 R132H inh: 1.0; PRC2 inh: -3

Results for COc1ccc(NC(=O)N(C)C[C@@H]2Oc3cc(-c4cccc(C(=O)N(C)C)c4)ccc3S(=O)(=O)N([C@H](C)CO)C[C@H]2C)cc1 ?
IDH1 R132H inh: -0.5; PRC2 inh: 7

Results for O=C(N[C@@H]1CC[C@@H](CCNC(=O)C2CCOCC2)O[C@@H]1CO)c1ccccn1 ?
IDH1 R132H inh: 0.1; PRC2 inh: -2

What do the screens show for `CN(C)C(=O)C[C@H]1C[C@H]2c3cc(NS(=O)(=O)c4ccc(F)cc4)ccc3O[C@H]2[C@H](CO)O1`?
IDH1 R132H inh: -0.3; PRC2 inh: 16

Results for Cc1ccc(NC(=O)COc2ccc(Cl)c(C)c2)c([N+](=O)[O-])c1 ?
IDH1 R132H inh: -0.1; PRC2 inh: -1

How did C[C@H](CO)N1C[C@H](C)[C@H](CN(C)S(=O)(=O)c2cn(C)cn2)Oc2c(NC(=O)C3CCOCC3)cccc2C1=O do in these assays?
IDH1 R132H inh: 0.5

How did COc1cccc(NC(=O)N[C@H]2CC[C@@H](CC(=O)Nc3ccccc3)O[C@@H]2CO)c1 do in these assays?
IDH1 R132H inh: -0.1; PRC2 inh: 11

Results for COc1ccc(CN(C)C[C@@H]2OCCCC[C@@H](C)Oc3ccc(NS(=O)(=O)c4cccs4)cc3C(=O)N([C@@H](C)CO)C[C@H]2C)cc1 ?
IDH1 R132H inh: 0.2

What do the screens show for `CC(=O)N(C)C[C@@H]1Oc2cc(/C=C/c3ccccc3)ccc2S(=O)(=O)N([C@H](C)CO)C[C@H]1C`?
IDH1 R132H inh: -0.9; PRC2 inh: -12

How did O=C(Nc1ccc2c(c1)[C@H]1C[C@@H](CC(=O)N3CCOCC3)O[C@H](CO)[C@H]1O2)NC1CCCC1 do in these assays?
IDH1 R132H inh: -1.3; PRC2 inh: 0

How did C/C=C/c1ccc2c(c1)O[C@@H](CN(C)C(=O)CN1CCOCC1)[C@H](C)CN([C@H](C)CO)S2(=O)=O do in these assays?
IDH1 R132H inh: -2.7

How did C[C@@H]1CN([C@H](C)CO)C(=O)Cc2cc(NS(=O)(=O)c3cccs3)ccc2O[C@H]1CN(C)Cc1ccc(Oc2ccccc2)cc1 do in these assays?
IDH1 R132H inh: -0.1

What do the screens show for `CN(C)CCn1nnc2c(=O)oc3ccccc3c21`?
IDH1 R132H inh: 2.3

How did O=C(Nc1ccccc1O)C1=C[C@H](c2coc3ccccc3c2=O)C[C@H](OCCCCO)O1 do in these assays?
PRC2 inh: 4

Four structures out of the list, ordered by SMILES length, smallest number first:
How did O=C(Nc1ccccc1O)C1=C[C@H](c2coc3ccccc3c2=O)C[C@H](OCCCCO)O1 do in these assays?
PRC2 inh: 4

How did C[C@H](CO)N1C[C@H](C)[C@H](CN(C)S(=O)(=O)c2cn(C)cn2)Oc2c(NC(=O)C3CCOCC3)cccc2C1=O do in these assays?
IDH1 R132H inh: 0.5

How did C[C@@H]1CN([C@H](C)CO)C(=O)Cc2cc(NS(=O)(=O)c3cccs3)ccc2O[C@H]1CN(C)Cc1ccc(Oc2ccccc2)cc1 do in these assays?
IDH1 R132H inh: -0.1

Results for COc1ccc(CN(C)C[C@@H]2OCCCC[C@@H](C)Oc3ccc(NS(=O)(=O)c4cccs4)cc3C(=O)N([C@@H](C)CO)C[C@H]2C)cc1 ?
IDH1 R132H inh: 0.2

Next records
What do the screens show for `COc1ccc(NC(=O)N(C)C[C@H]2OCCCC[C@@H](C)Oc3ccc(NS(=O)(=O)c4ccc(OC)cc4)cc3C(=O)N([C@@H](C)CO)C[C@H]2C)cc1`?
IDH1 R132H inh: 2.1

What do the screens show for `O=C(Cc1ccccn1)N[C@H]1C=C[C@@H](CC(=O)N2CCCCC2)O[C@H]1CO`?
IDH1 R132H inh: 0.2; PRC2 inh: 12

How did Cc1noc(C)c1NC(=O)N(C)C[C@@H]1OCCCC[C@H](C)Oc2ccc(N(C)C)cc2C(=O)N([C@H](C)CO)C[C@H]1C do in these assays?
IDH1 R132H inh: -6.5; PRC2 inh: 7

Results for C[C@@H]1CCCCO[C@H](CN(C)S(=O)(=O)c2cccs2)[C@@H](C)CN([C@H](C)CO)C(=O)c2cc(NC(=O)c3ccccc3)ccc2O1 ?
IDH1 R132H inh: -2.1

What do the screens show for `COc1ccc(NC(=O)N(C)C[C@H]2Oc3ccc(NS(=O)(=O)c4ccc(F)cc4)cc3C(=O)N([C@@H](C)CO)C[C@H]2C)cc1`?
IDH1 R132H inh: 1.5

Results for C[C@@H]1CCCCO[C@H](CN(C)Cc2ccc(C(=O)O)cc2)[C@@H](C)CN([C@@H](C)CO)C(=O)c2cc(NC(=O)Cc3ccccc3)ccc2O1 ?
IDH1 R132H inh: -1.7

What do the screens show for `O=C(C[C@@H]1CC[C@@H](NC(=O)NC2CCCCC2)[C@@H](CO)O1)NCc1ccc(Cl)cc1`?
IDH1 R132H inh: 0.3; PRC2 inh: -12

How did C/C=C1/[C@H](O[C@@H]2O[C@H](CO)[C@@H](O)[C@H](O)[C@H]2O)OC=C(C(=O)OC)[C@H]1CC(=O)OCCc1ccc(O)c(O)c1 do in these assays?
IDH1 R132H inh: 19

Results for O=C(Nc1ccc(F)cc1)N[C@H]1CC[C@H](CC(=O)N2CCCCC2)O[C@H]1CO ?
IDH1 R132H inh: -0.2; PRC2 inh: 5

What do the screens show for `COCC#Cc1cnc2c(c1)C(=O)N([C@@H](C)CO)C[C@@H](C)[C@H](CN(C)C(=O)c1ccc3c(c1)OCO3)O2`?
PRC2 inh: 3

How did N#CCCN(CCC#N)C(=O)c1cc(-c2ccccc2)nc2ccccc12 do in these assays?
IDH1 R132H inh: 0.1; PRC2 inh: -3

Results for Cc1cc(C(=O)NCc2nc(-c3ccccc3)no2)ccc1[N+](=O)[O-] ?
IDH1 R132H inh: 0.2; PRC2 inh: 12

Results for COc1cccc2c1OC1=C(C(=O)CC(C)(C)C1)C2CC(=O)c1ccc(O)cc1 (stereo not given) ?
IDH1 R132H inh: -0.4; PRC2 inh: 6

What do the screens show for `O=C(N[C@H]1CC[C@H](CCNC(=O)c2ccccc2F)O[C@H]1CO)c1cnccn1`?
IDH1 R132H inh: 0.3; PRC2 inh: 5

What do the screens show for `O=C(C[C@H]1C=C[C@@H](NC(=O)C2CC2)[C@@H](CO)O1)Nc1ccccc1`?
IDH1 R132H inh: 0.2; PRC2 inh: -3

Results for C[C@H](CO)N1C[C@H](C)[C@@H](CN(C)CC2CC2)Oc2ccc(NC(=O)C3CCCCC3)cc2CC1=O ?
IDH1 R132H inh: 1.5; PRC2 inh: 3

Results for CC(C)NC(=O)N(C)C[C@H]1Oc2cc(-c3ccncc3)ccc2S(=O)(=O)N([C@@H](C)CO)C[C@@H]1C ?
IDH1 R132H inh: 2.3; PRC2 inh: 16

Results for C=C1c2c(Cl)ccc(O)c2C(=O)C2C(=O)[C@]3(O)C(=O)C(C(N)=O)C(=O)[C@@H](N(C)C)[C@@H]3[C@@H](O)C12 (stereo not given in full) ?
IDH1 R132H inh: -0.4

Results for CC1(C)C(=O)N=C2c3ccccc3C(=O)C(=O)C21 (stereo not given) ?
IDH1 R132H inh: 0.9

Only part of the results is shown (hit frequency here may not be typical).
